# From PubChem
# HepG2 tox: kills HepG2 cells in TGF-b inhibitor counter-screen; HepG2 CAGA-GFP viability, ATP luminescence, 18 h; Potency, µM (titrated, usually from 46.1 µM), inactives show at the top dose activity change, negative = cytotoxicity, most hits filed as cytotoxic; hit rate 0.76% among 410,000; further: some results filed as inactive show a strong effect at the top dose
#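 CellTiter-Glo luminescence gave cytotoxicity after 18 hours at 37 degrees C. The cells were HepG2 CAGA-GFP in 1% FBS DMEM, stimulated with 500 pg/mL TGF-beta after compound addition. %Activity was normalised to no-cell wells (complete cell-killing) and DMSO (no toxicity), and curves were fitted and classified.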
# A549 tox: counter-screen for Nrf2 inhibitors: cytotoxicity in A549 cells; A549 ARE-Fluc cells, CellTiter-Fluor viability, 18-24 h; hit rate 0.16% among 390,000; AID 504648; Potency, µM (top dose mostly 46 µM), for inactives: top-dose activity change, negative = cytotoxicity, actives largely listed as inhibitors; further: on the % scale 0 is the no-effect control and ±100 the full control effect
#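 A549 ARE-Fluc cells in 5% FBS OPTI-MEM, 5000 cells/well, rested 2 h then exposed to compounds in concentration-response for 18-24 h at 37 °C. Viability by CellTiter-Fluor fluorescence (Ex 405/Em 525) after 30 min; luciferase luminescence (BugLite, 15 min, RT) read afterwards.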
# EPAC2 antag: EPAC2 (human) antagonism; Q8WZA2; hit rate 0.18% among 360,000; Potency, µM (highest dose often 114 µM), for inactives: at the highest dose activity, negative = inhibition, usual class: inhibitors; EPAC2 GEF exchange of Rap1B-BODIPY-GDP, fluorescence; further: on the % scale 0 is the no-effect control and ±100 the full control effect; nearly all actives have a fitted effect of over 45% in size; many of its hits are not listed in these tables
# Target sequence (Q8WZA2 whole entry, looked up): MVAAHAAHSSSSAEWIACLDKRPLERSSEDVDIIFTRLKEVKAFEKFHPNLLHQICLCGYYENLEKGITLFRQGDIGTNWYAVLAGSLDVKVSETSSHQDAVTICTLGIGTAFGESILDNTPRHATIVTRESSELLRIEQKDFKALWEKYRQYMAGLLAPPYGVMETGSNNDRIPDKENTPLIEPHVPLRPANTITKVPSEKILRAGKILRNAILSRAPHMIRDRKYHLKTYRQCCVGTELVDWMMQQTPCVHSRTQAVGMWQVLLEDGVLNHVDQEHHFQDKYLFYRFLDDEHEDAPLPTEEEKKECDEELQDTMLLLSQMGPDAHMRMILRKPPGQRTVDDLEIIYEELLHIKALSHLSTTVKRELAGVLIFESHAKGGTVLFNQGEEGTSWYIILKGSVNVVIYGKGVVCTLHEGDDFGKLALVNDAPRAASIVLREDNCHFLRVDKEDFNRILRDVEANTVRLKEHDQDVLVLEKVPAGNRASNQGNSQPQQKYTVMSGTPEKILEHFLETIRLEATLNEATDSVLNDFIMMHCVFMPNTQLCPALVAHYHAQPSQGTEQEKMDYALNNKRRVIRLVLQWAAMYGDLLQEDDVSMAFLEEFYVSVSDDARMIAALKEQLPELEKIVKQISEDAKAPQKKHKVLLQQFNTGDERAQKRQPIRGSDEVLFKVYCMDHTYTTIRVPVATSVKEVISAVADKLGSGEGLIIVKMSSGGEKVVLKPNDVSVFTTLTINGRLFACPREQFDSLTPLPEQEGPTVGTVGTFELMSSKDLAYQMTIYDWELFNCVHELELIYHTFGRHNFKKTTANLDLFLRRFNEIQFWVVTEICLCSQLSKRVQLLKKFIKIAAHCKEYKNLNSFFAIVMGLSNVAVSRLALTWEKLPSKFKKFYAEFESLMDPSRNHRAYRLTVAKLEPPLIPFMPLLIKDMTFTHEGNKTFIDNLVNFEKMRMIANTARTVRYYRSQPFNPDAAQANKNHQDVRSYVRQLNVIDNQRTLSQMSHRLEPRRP
# S2 tox: reduces viability in counter-screen for ATXN expression inhibitors | S2 cells (HEK-293 line with an ATXN2-luciferase reporter) viability, CellTiter-Fluor protease fluorescence, 24 h | Potency, µM (doses to about 56.7 µM), actives largely listed as cytotoxic | hit rate 0.49% among 400,000 | AID 651635; further: nearly all actives have a fitted effect of over 40% in size
# ATXN2 expr inh: ATXN2 expression inhibition; HEK-293 ATXN2-luciferase reporter, luminescence, 24 h; Potency, µM (top dose mostly 57 µM), without a hit: at the highest dose activity change, negative = inhibition, hits mostly inhibitors; hit rate 0.72% among 360,000; further: on the % scale 0 is the no-effect control and ±100 the full control effect; nearly all actives have a fitted effect of over 55% in size
#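 ATXN2-luciferase reporter cells (luciferase flanked by upstream and downstream ATXN2 gene portions) were treated 24 h at 37 °C with compounds at up to 57 uM. SteadyGlo luminescence gave expression; GF-AFC fluorescence gave viability.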
# TGFb inhibitor: inhibitors of TGF-b signaling; HepG2 CAGA-GFP TGF-b/SMAD3 reporter, GFP fluorescence, 18 h; TGF-beta stimulated, 500 pg/mL final; hit rate 1.2% among 410,000; Potency, µM (titrated, usually from 46.1 µM), inactives show at the highest dose activity, negative = inhibition, usual class: inhibitors; further: on the % scale 0 is the no-effect control and ±100 the full control effect; nearly all actives have a fitted effect of over 65% in size
#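 TGF-beta reporter screen: HEPG2 CAGA-GFP, 1% FBS, 500 pg/mL TGF-beta final, 18 h; per-cell GFP summed per well; curves fitted and categorized by class.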
# Nrf2 ARE act: activates Nrf2 signaling; hit rate 0.31% among 410,000; AID 624171; AREc32 ARE-luciferase reporter (MCF7-derived line), luminescence, 24 h; Potency, µM (top dose mostly 46.1 µM), for the others: top-dose activation, actives largely listed as activators; further: % of control where 0% means no effect; nearly all actives have a fitted effect of over 65% in size
#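 ARE activation measured as luciferase luminescence (Steady-Glo, 30 min RT) in AREc32_Fluc cells after 24 hr compound exposure at 37 deg C, 5% CO2; cells seeded overnight at 1000/well in OPTI-MEM, 5% FBS.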
# MCF10A rereplic: induces DNA re-replication in MCF 10a normal breast cells. Potency, µM (series often up to 46.1 µM), for inactives: at the highest dose activity, positive = re-replication, actives largely listed as activators. hit rate 2.9% among 350,000. MCF 10A DNA re-replication, Hoechst nuclear intensity, 48 h; further: % of control where 0% means no effect; nearly all actives have a fitted effect of over 50% in size
# Nrf2 block: blocks Nrf2 signaling; A549 ARE-Fluc reporter, luciferase luminescence, 18-24 h; Potency, µM (top dose mostly 46 µM), inactives show at the highest dose activity change, negative = inhibition, hits mostly inhibitors; hit rate 2.1% among 360,000; further: on the % scale 0 is the no-effect control and ±100 the full control effect; nearly all actives have a fitted effect of over 60% in size
#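 Two sequential reads on A549 ARE_Fluc cells exposed to compound for 18-24 h: a CellTiter-Fluor fluorescence read for viability, then a luciferase luminescence read for Nrf2/ARE activity.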
# The depositor's hits bear a star; i = inactive; ? = inconclusive; . = not tested or not shown; [ ] = dose if it differs, or a comment. The call rests on the fitted dose curve; in most records, active means well fitted curve in the direction sought with a large enough effect; inconclusive means small, poorly fitted or top-dose-only effect, or another doubt; inactive means no such curve, though single readings can be large; an effect the other way counts as inactive or inconclusive. Potency means the concentration at half of the fitted maximal effect. These rows are one share of the data, so the mix of outcomes need not match the whole.
SMILES,HepG2 tox,A549 tox,EPAC2 antag,S2 tox,ATXN2 expr inh,TGFb inhibitor,Nrf2 ARE act,MCF10A rereplic,Nrf2 block
O=C(N/C(=C\c1cccc([N+](=O)[O-])c1)C(=O)N1CCOCC1)c1cccc(Br)c1,-12%,0%,-6%,i,1%,-15%,-0.2%,9%,-17%
Cc1ccc(C)c(OCC(=O)Nc2ccc(S(=O)(=O)Nc3ccccn3)cc2)c1C,-2%,-3%,-6%,i,-16%,0%,2.5%,16%,?
CC(=O)Nc1ccc(NC(=O)CSc2ncnc3c2cnn3Cc2ccccc2)cc1,17%,-7%,-5%,i,-3%,8%,-0.3%,0%,?
N#Cc1ccc(NC(=O)CNc2cc(S(=O)(=O)N3CCOCC3)ccc2NCC2CCCO2)cc1 (stereo not drawn),5%,2%,0%,i,2%,14%,-0.6%,-2%,5%
O=C(CSc1nnc(CNC(=O)c2ccco2)o1)Nc1cccc(F)c1,4%,-1%,2%,i,2%,-4%,-0.6%,-1%,3%
C=CCN1C(=O)C(Cc2ccc(C)cc2)S/C1=N/N=C/c1ccco1 (stereo not drawn),4%,-8%,-1%,i,-3%,-8%,2.4%,1%,1%
Cc1noc(C)c1-c1ccc(C(=O)NCc2ccccc2)c2occc12,-28%,.,2%,i,66%[activator],9%,27%,.,.
O=C1OCC(c2ccccc2)=C1c1ccc(S(=O)(=O)N2CCOCC2)s1,-2%,-2%,0%,i,1%,12%,0.3%,-2%,-9%
COc1ccc(C(=O)N[C@H]2CCCCNC2=O)cc1OC1CCN(C(C)C)CC1,0%,4%,1%,i,4%,4%,-0.3%,6%,-5%
NC(=O)c1nsc(C(=O)N(Cc2ccco2)C(C(=O)NCC2CCCO2)c2ccc(O)cc2)c1N (stereo not drawn),9%,0%,13%,i,6%,19%,0.2%,-2%,0%
COc1cc2nc(Cl)nc(N3CCCCC3)c2cc1OC,-5%,1%,-11%,i,0%,-5%,0.5%,1%,-10%
N#Cc1nc(-c2ccco2)oc1NCCCN1CCOCC1,15%,23%,1%,i,4%,-1%,2.5%,-1%,-15%
Cc1ccccc1OCC(=O)N/N=C1\CC(=O)CC(C)(C)C1,-18%,4%,1%,i,3%,-1%,1.6%,0%,-1%
Cc1ccc(S(=O)(=O)Nc2ccncc2)c(C)c1N(C)S(=O)(=O)c1ccc(F)cc1,-11%,-1%,3%,i,-1%,-2%,-0.4%,0%,7%
COc1ccc(CCN2CC(C(=O)NCc3cc(C(C)C)no3)CCC2=O)cc1 (stereo not drawn),3%,1%,-1%,i,3%,-1%,-0.2%,0%,12%
Cc1ccc(S(=O)(=O)NCC(=O)OCC(=O)Nc2ccccc2OC(F)F)cc1,-8%,0%,6%,i,0%,-11%,-0.5%,-1%,2%
COc1ccc(C(=O)NCC(=O)OCC(=O)NCc2ccc3c(c2)OCO3)cc1,-2%,-5%,0%,?,-20%,17%,-0.3%,-6%,4%
CCO[C@H]1OC(C(=O)N2CCN(C)CC2)=C[C@@H](c2ccc3c(c2)OCO3)[C@@H]1CCCO,-7%,1%,0%,i,-9%,-3%,0.0%,0%,-2%
CCN(CC)S(=O)(=O)c1cccc(-c2nnc(SCCOc3ccccc3)o2)c1,-16%,-7%,-4%,i,-26%,-32%,0.4%,9%,?
Cc1ccc(N(CC(=O)NCCc2ccccc2)C(=O)c2csnn2)cc1,-29%,-4%,4%,i,14%,6%,0.2%,-3%,-1%

# Some of these compounds in order of molecular weight, descending:
SMILES,HepG2 tox,A549 tox,EPAC2 antag,S2 tox,ATXN2 expr inh,TGFb inhibitor,Nrf2 ARE act,MCF10A rereplic,Nrf2 block
NC(=O)c1nsc(C(=O)N(Cc2ccco2)C(C(=O)NCC2CCCO2)c2ccc(O)cc2)c1N (stereo not drawn),9%,0%,13%,i,6%,19%,0.2%,-2%,0%
CCN(CC)S(=O)(=O)c1cccc(-c2nnc(SCCOc3ccccc3)o2)c1,-16%,-7%,-4%,i,-26%,-32%,0.4%,9%,?
CC(=O)Nc1ccc(NC(=O)CSc2ncnc3c2cnn3Cc2ccccc2)cc1,17%,-7%,-5%,i,-3%,8%,-0.3%,0%,?
Cc1ccc(S(=O)(=O)NCC(=O)OCC(=O)Nc2ccccc2OC(F)F)cc1,-8%,0%,6%,i,0%,-11%,-0.5%,-1%,2%
COc1ccc(C(=O)NCC(=O)OCC(=O)NCc2ccc3c(c2)OCO3)cc1,-2%,-5%,0%,?,-20%,17%,-0.3%,-6%,4%
COc1ccc(CCN2CC(C(=O)NCc3cc(C(C)C)no3)CCC2=O)cc1 (stereo not drawn),3%,1%,-1%,i,3%,-1%,-0.2%,0%,12%
Cc1ccc(N(CC(=O)NCCc2ccccc2)C(=O)c2csnn2)cc1,-29%,-4%,4%,i,14%,6%,0.2%,-3%,-1%
O=C(CSc1nnc(CNC(=O)c2ccco2)o1)Nc1cccc(F)c1,4%,-1%,2%,i,2%,-4%,-0.6%,-1%,3%
Cc1noc(C)c1-c1ccc(C(=O)NCc2ccccc2)c2occc12,-28%,.,2%,i,66%[activator],9%,27%,.,.
Cc1ccccc1OCC(=O)N/N=C1\CC(=O)CC(C)(C)C1,-18%,4%,1%,i,3%,-1%,1.6%,0%,-1%

# (continued)
SMILES,HepG2 tox,A549 tox,EPAC2 antag,S2 tox,ATXN2 expr inh,TGFb inhibitor,Nrf2 ARE act,MCF10A rereplic,Nrf2 block
N#C/C(=C\c1ccc(OCCN2CCOCC2)cc1)C(=O)Nc1ccccc1F,-47%,9%,-1%,i,4%,-1%,4.3%,9%,6%
CC(C)NC(=O)COc1ccc(S(=O)(=O)N(C)Cc2ccccc2)cc1,-5%,3%,-21%,i,2%,10%,-0.1%,-21%,?
CC(C)(C)c1nc2ccccc2c2nnc(SCC(=O)Nc3nccs3)n12,-17%,-13%,0%,?,?,14%,0.0%,-7%,-9%
CCOC(=O)NC(=O)c1cn(CCNCCO)c(=O)[nH]c1=O,17%,4%,0%,i,-5%,-2%,0.4%,-2%,8%
O=C(CCc1ccccc1)Nc1ccc2c(c1)C(=O)OC2,1%,1%,3%,i,34%,0%,0.7%,-5%,21%
CCOc1ccc(OCC)c(NC(=O)c2cc(S(=O)(=O)N3CCCC3)cn2C)c1,-3%,-2%,.,.,.,-17%,2.5%,.,-3%
COc1ccccc1C(=O)NC(=O)COC(=O)CCOc1ccccc1C,12%,-5%,9%,i,5%,-6%,-0.3%,0%,-2%
Cc1noc(C)c1S(=O)(=O)Nc1ccccc1OC(F)(F)F,-5%,-6%,-5%,i,.,-12%,0.5%,0%,-13%
CCCCn1c(N)c(N(CCC(C)C)C(=O)COC(=O)c2cccnc2OCC)c(=O)[nH]c1=O,3%,-11%,4%,i,-2%,2%,-0.6%,4%,-18%
COc1cc(/C=N/S(=O)(=O)CCc2ccccc2)ccc1O,-1%,1%,-2%,i,4%,4%,0.3%,-1%,-5%
O=C(N[C@@H](Cc1ccccc1)C(=O)NC1CCCCCC1)c1ccco1,-13%,-10%,8%,i,44%[activator],3%,2.5%,-4%,16%
CCN(CC)S(=O)(=O)c1ccc(C(=O)N2CCc3ccccc32)cc1,-13%,-3%,-1%,i,1%,-5%,-0.2%,3%,5%
COc1ccc(NC(=O)c2oc3ccccc3c2NC(=O)c2cc(OC)c(OC)c(OC)c2)cc1,-5%,1%,.,i,-21%,12%,0.5%,.,?
CC1CC(C)CN(C(=O)c2nn(C)c3c2CSc2ccccc2-3)C1 (stereo not drawn),-30%,2%,-23%,?,4%,-20%,-0.1%,0%,14%
O=C(CSc1nnc(-c2ccccn2)o1)Nc1ccc(F)cc1,8%,1%,4%,i,6%,3%,4.0%,-40%[inhibitor],?
CC1CCN(c2ccc3nnc(CCC(=O)NC(C)C)n3n2)CC1,21%,-5%,3%,i,11%,12%,-1.1%,-13%,-10%
O=C(NNC1=NCCN1Cc1ccccc1)c1cccc(C(F)(F)F)c1,5%,-1%,4%,i,24%,-4%,7.7%,2%,0%
c1ccc(CCn2cccc2)nc1,-2%,2%,5%,i,2%,25%,-0.3%,1%,-2%
CCC(C)c1ccc(NC(=O)C/C(C)=N/NC(=O)c2cnccn2)cc1 (stereo not drawn),0%,-4%,6%,i,0%,-3%,0.2%,-55%[inhibitor],8%
CCc1cc(=O)oc2c(C)c(O)c(CN(C)C)cc12,-1%,?,17%,.,17%,-16%,-0.5%,?,2%
COc1cccc(CN2C(=O)CN(C3CCCCC3)C(=O)C2c2ccc(OC)c(OC)c2)c1 (stereo not drawn),-38%,?,.,i,5%,?,0.4%,.,.
Cn1nccc1C(=O)Nc1cccc(C(F)(F)F)c1,4%,12%,10%,i,33%,-7%,-0.5%,-4%,-1%
Cc1ccc(N(CC(=O)N2CCN(C3CCCCC3)CC2)S(=O)(=O)c2cccnc2)cc1,-1%,-5%,13%,i,15%,1%,-0.3%,-2%,.
Cc1nc(N)nc(C)c1Cc1ccccc1,-2%,-4%,5%,i,3%,-4%,0.3%,-5%,-12%
COc1ccc(CNC(=O)c2c3c(nc4ccccc24)C(=O)N(C2CCCCC2)C3)cc1,-26%,0%,.,.,.,?,0.3%,.,-11%
CCS(=O)(=O)N1CCC(c2nc3ccccc3[nH]2)CC1,19%,-1%,0%,i,2%,-1%,-0.5%,8%,0%
CCN(CC)C(=O)C1CCCN(Cc2ccccc2F)C1 (stereo not drawn),-10%,-2%,9%[57.1 µM],i,0%,0%,-0.1%,-2%,2%
CC(C)CCNC(=O)C1CCN(S(=O)(=O)c2ccc(-n3cnnn3)cc2)CC1,-15%,2%,-24%,i,2%,-1%,0.6%,-1%,-6%
Oc1ccccc1C1Nc2cccc3cccc(c23)N1,-1%,-7%,2%,i,-8%,0%,?,-9%,18%
O=C(Nc1nc2nc(-c3ccccc3)cc(=O)n2[nH]1)c1ccc(Cl)cc1,0%,-3%,.,.,.,19%,-0.2%,.,2%
O=C(CNC(=O)c1ccccc1)NCc1ccc(Cl)cc1,2%,-7%,0%,i,1%,9%,-0.1%,10%,-9%
